Bioassay records: PubChem, several laboratories
MEKK3 PB1 HTS: modulators of MEKK3-MEK5 PB1 binding, primary screen, biochemical, wildtype MEKK3, multiplex bead flow cytometry, Alexa488-MEK5. 290,000 tested, 1.4% active. bead-based flow cytometry, Alexa488-MEK5 binding to MEKK3; actives lie on both sides; 0 = blocked by unlabeled MEK5, 100 = vehicle. AID 1529, 2009. binding response (% of control), % at 10 µM. Mitogen-activated protein kinase kinase kinase 3 (Homo sapiens), Q99759;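 active = binding response more than 3 SD above or below the average of its plate-row segment, actives on both sides; inconclusive = wells at one plate position flagged as instrument error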;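 also: Alexa488 bead fluorescence after subtracting the streptavidin-only scavenger bead signal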
p-CIP stab down: p/CIP-EGFP fusion destabilizers, primary screen, fluorescence, F442A cells | 290,000 tested, 0.01% active | Q05BA5 | decrease of EGFP signal, % at 10 µM | AID 1984, 2009 | 16 h;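 active = EGFP signal decrease of at least 30% at 10 µM or well 3 SD below plate mean, unless failing retest; inactive = the rest, including hits failing retest or dose response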; also: some compounds called inactive have numbers as strong as hits; many of its hits are not listed in these tables
CRFBP-R2 block: antagonists of CRF-BP/CRF-R2 complex, primary screen, cell-based, HEK293, calcium dye fluorescence, uHTS. CRF-induced calcium fluorescence. inhibition, % at 11.8 µM. 350,000 tested, 0.59% active. AID 588475, 2011;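 active = inhibition of the ligand-induced calcium signal above about 50% at the single tested concentration, limit read from the data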
M4 PAM: human M4 muscarinic receptor positive allosteric modulators, primary screen, CHO-K1 cells, Fluo-8 calcium fluorescence | CHO-K1 hM4/Gqi5, ACh EC20; 0% = ACh EC20, 100% = maximal ACh | activation, % at 3 µM | 360,000 tested, 0.4% active | AID 624126, 2012;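 active = activation above its plate's cutoff, the mean activation of sample wells plus 3 SD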; also: some results filed as inactive read as strong as hits
Target sequence (P08173 whole entry, looked up): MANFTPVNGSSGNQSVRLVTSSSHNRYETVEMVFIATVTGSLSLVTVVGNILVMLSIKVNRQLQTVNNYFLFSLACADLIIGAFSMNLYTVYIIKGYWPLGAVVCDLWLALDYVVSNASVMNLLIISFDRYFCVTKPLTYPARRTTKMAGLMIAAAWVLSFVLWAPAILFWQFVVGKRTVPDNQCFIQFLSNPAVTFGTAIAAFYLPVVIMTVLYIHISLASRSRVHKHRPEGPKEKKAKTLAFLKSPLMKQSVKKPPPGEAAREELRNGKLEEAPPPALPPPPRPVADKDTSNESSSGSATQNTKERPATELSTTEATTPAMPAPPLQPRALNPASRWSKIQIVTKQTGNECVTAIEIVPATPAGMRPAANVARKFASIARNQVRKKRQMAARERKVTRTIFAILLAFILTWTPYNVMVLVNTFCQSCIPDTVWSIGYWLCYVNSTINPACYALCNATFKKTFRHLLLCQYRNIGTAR
PHOSPHO1 inh: PubChem AID 1565; Phosphoethanolamine/phosphocholine phosphatase (Homo sapiens), Q8TCT1; recombinant PHOSPHO1, absorbance phosphatase assay; inhibition, % at 13.3 µM; 290,000 tested, 1.1% active; in the data active = inhibition above about 60%
Target sequence (Q8TCT1 whole entry, looked up): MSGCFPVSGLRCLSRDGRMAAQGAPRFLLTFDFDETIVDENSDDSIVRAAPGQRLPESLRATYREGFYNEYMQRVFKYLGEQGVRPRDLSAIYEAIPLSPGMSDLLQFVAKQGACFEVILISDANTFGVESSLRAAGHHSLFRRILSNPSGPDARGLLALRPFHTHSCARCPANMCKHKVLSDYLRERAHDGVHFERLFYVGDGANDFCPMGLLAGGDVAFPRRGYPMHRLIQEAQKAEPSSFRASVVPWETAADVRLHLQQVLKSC
IDE inh: human IDE inhibitors in live cells, primary screen, fluorescence polarization, HEK cells, FAbetaB substrate | FAbetaB cleavage | AID 434962, 2010 | Insulin-degrading enzyme (Homo sapiens), P14735 | 320,000 tested, 0.41% active | inhibition, % at 5.59 µM;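 active = percent inhibition above the average of all tested compounds plus 3 SD, set per screening campaign, cut at about 16% in these data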;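 also: IDE supplied by intact live HEK cells; FP after avidin binding of uncleaved biotin substrate so inhibition keeps polarization high; 0% = DMSO wells and 100% = 60 µM reference IDE inhibitor Ii1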
CRFBP-R2 agonist: agonists of CRF-BP/CRF-R2 complex, primary screen, cell-based, HEK293, calcium dye fluorescence, uHTS | activation, % at 13.2 µM | AID 588473, 2011 | CRF-binding protein / CRF receptor 2 complex (human) | calcium dye fluorescence (FLIPR); percent of saturating CRF peptide response | 350,000 tested, 0.46% active;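 active = activation of at least 50%, plus an integration ratio under a set limit after plate pattern correction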;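 also: plate controls were neutral control wells without compound for no effect and CRF at EC100 for full effect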
GalR3 antagonist: GalR3 antagonists in HEK293 cells, primary screen, cell-based, fluorescence readout; Galanin receptor type 3 (Homo sapiens), O60755; HEK293 GalR3-CNG cAMP membrane potential fluorescence; galR3 body fused to GalR1 C-terminus; inhibition, % at 3 µM; 360,000 tested, 0.44% active;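 active = inhibition above the screen-wide average plus 3 SD, cut at about 13% in these data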;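 also: forskolin and galanin both at EC90 stimulate the cells; cAMP rise reported by CNG channel membrane potential dye signal; 0% = forskolin plus galanin with DMSO and 100% = forskolin alone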
Target sequence (O60755 1-299 limits assumed): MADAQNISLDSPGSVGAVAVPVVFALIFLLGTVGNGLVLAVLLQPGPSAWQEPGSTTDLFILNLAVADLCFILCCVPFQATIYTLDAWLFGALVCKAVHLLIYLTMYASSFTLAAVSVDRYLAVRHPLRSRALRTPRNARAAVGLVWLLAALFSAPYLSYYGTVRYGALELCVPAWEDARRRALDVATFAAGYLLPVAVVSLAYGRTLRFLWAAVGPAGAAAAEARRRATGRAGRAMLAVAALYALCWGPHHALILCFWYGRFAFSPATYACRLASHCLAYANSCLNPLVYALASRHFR
IDE cell activ: human IDE activators in live cells, primary screen, fluorescence polarization, HEK cells, FAbeta-B substrate; Insulin-degrading enzyme (Homo sapiens), P14735; FAbeta-B cleavage; 0% vehicle, 100% cell-free pure enzyme wells; activation, % at 5.96 µM; 340,000 tested, 0.073% active; AID 493087, 2011;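 active = activation above the mean of all tested compounds plus 3 SD, set per screening campaign, cut at about 17% in these data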
Active calls of the source: *; u = inconclusive; x = no result given.

#	compound	MEKK3 PB1 HTS	p-CIP stab down	CRFBP-R2 block	M4 PAM	PHOSPHO1 inh
1	COc1cc(-c2nc(CN3CCCN(C(=O)c4ccco4)CC3)c(C)o2)ccc1F	101	-18	11	-9	28
2	Clc1ccc(-n2nnnc2SCc2c(-c3ccccc3)nc3sccn23)cc1	99	0	-23	-6	98*
3	COC(/C=C/Nc1ccc(Cl)cc1)=C(C#N)C#N	99	-11	8	-1	40
4	CC(C)(C)NS(=O)(=O)c1ccc(OCC(=O)NCC2CCCO2)cc1 (stereo unspecified)	x	x	4	2	x
5	CC(=O)N1CCc2cc(S(=O)(=O)Nc3ccc(C)cc3)ccc21	106	-13	11	-6	x
6	CSc1nnc(-c2ccc(S(=O)(=O)N3CCCC3)cc2)n1C	91	-4	4	11	-30
7	CCOC(=O)C1CCN(C(=O)CCS(=O)(=O)Cc2ccccc2)CC1	99	7	4	-1	-6
8	COc1ccc(C(C)=O)cc1CSc1nc2cc(C(=O)O)ccc2c(=O)n1Cc1ccccc1	97	-6	-12	9	5
9	CC(C)CC(=O)Nc1nnc(SCC(=O)Nc2ccc(F)cc2)s1	100	-5	-1	0	-14
10	O=C(CSc1nnc(CNC(=O)c2ccco2)o1)NC1CCCC1	95	-144	23	5	-22
11	OC(CSc1ccccc1Cl)CN1CCN(c2ccccc2F)CC1 (stereo unspecified)	100	-8	-25	-3	10
12	COc1ccccc1N1CCN(C2CCCN(C(=O)CCN3CCCCO3)C2)CC1 (stereo unspecified)	96	-5	29	6	29

#	IDE inh	CRFBP-R2 agonist	GalR3 antagonist	IDE cell activ
1	4	-0.6	2	4
2	-8	5.9	-10	2
3	3	0.7	0	4
4	-5	-1.1	-2	4
5	2	-0.6	-12	0
6	-1	0.9	-3	0
7	-1	1.7	8	5
8	-6	-1.2	-2	4
9	8	0.0	-8	-3
10	-2	-0.1	-3	-6
11	-1	0.1	-6	-2
12	1	0.1	0	6

(further entries)
#	compound	MEKK3 PB1 HTS	p-CIP stab down	CRFBP-R2 block	M4 PAM	PHOSPHO1 inh
13	COc1ccc(CCN(C)C2CCCN(S(=O)(=O)c3ccccc3F)C2)cc1OC (stereo unspecified)	107	-8	5	-5	x
14	Cc1ccc(C(=O)N/C(=C\c2ccccc2)C(=O)NCCCn2ccnc2)cc1	105	-10	38	-1	8
15	CCOc1ccccc1N(CC(=O)NCCSc1ccccn1)S(=O)(=O)c1ccccc1	100	-22	-8	13	13
16	COC(=O)CCCC1=CC2=C(c3ccccc3)C(=O)C(C)(OC(=O)C3CCCC3)C(=O)C2=CN1c1ccc(OC)cc1 (stereo unspecified)	97	-11	-4	0	26
17	COc1ccc(/C=C\C(=O)c2c(O)ccc3c(C)cc(=O)oc23)cc1OC	93	-2	-10	7	-11
18	CCCc1nc(C)cc(N2CCN(c3ccccc3)CC2)n1	105	-8	9	9	44
19	COc1cc(OC)cc(-c2sc3ccc(OC)cc3c2-c2ccc3cc[nH]c3c2)c1	x	x	1	1	x
20	COc1ccc(-c2nc(SC(CC(=O)NCc3ccccc3)c3ccc(OC)c(OC)c3)n[nH]2)cc1 (stereo unspecified)	128*	2	15	-13	-18
21	C=CCn1c(SCC(=O)c2[nH]c(C)c(C(=O)OCC)c2C)nc2scc(-c3ccc(OC)c(OC)c3)c2c1=O	91	0	16	-3	-15
22	Cc1ncc(CSc2nnnn2-c2ccccc2)c(N)n1	u	-12	6	0	20
23	Cc1ccc(S(=O)(=O)N(C)CC(=O)NNC(=O)CCC(=O)c2ccc(F)cc2)cc1	x	x	9	-1	x
24	CCCCn1c(N)c(N(CCOC)C(=O)COC(=O)COc2ccc(CC)cc2)c(=O)[nH]c1=O	x	x	-2	4	x

#	IDE inh	CRFBP-R2 agonist	GalR3 antagonist	IDE cell activ
13	x	0.7	-9	8
14	-4	-2.9	-3	4
15	1	0.5	-12	-3
16	-4	-0.2	-2	7
17	3	-2.3	0	1
18	6	-0.7	-11	0
19	0	0.8	3	4
20	4	-0.9	-2	1
21	1	2.1	2	-5
22	0	-0.7	-5	4
23	2	-3.7	-4	-3
24	1	0.1	0	2

Arranged by formula weight (descending): some entries from above
#	compound	MEKK3 PB1 HTS	p-CIP stab down	CRFBP-R2 block	M4 PAM	PHOSPHO1 inh
15	CCOc1ccccc1N(CC(=O)NCCSc1ccccn1)S(=O)(=O)c1ccccc1	100	-22	-8	13	13
6	CSc1nnc(-c2ccc(S(=O)(=O)N3CCCC3)cc2)n1C	91	-4	4	11	-30
3	COC(/C=C/Nc1ccc(Cl)cc1)=C(C#N)C#N	99	-11	8	-1	40

#	IDE inh	CRFBP-R2 agonist	GalR3 antagonist	IDE cell activ
15	1	0.5	-12	-3
6	-1	0.9	-3	0
3	3	0.7	0	4

Further structures follow.
#	compound	MEKK3 PB1 HTS	p-CIP stab down	CRFBP-R2 block	M4 PAM	PHOSPHO1 inh
25	CC(=O)NCCc1ccc(C(=O)COC(=O)C2CCCCC2)cc1	x	x	6	-1	x
26	COc1ccc(Nc2cc(C(=O)NC3CCCC3)c3ccccc3n2)c(OC)c1	96	-11	-13	-10	8
27	CC(=O)Nc1cccc(-c2cn3ccc(C)cc3n2)c1	97	11	3	-8	2
28	O=C(NC(=S)NCc1ccco1)c1ccccc1	105	-12	6	9	37
29	O=C(Nc1ccc2c(c1)OCO2)C1CCCN1C(=O)OCc1ccccc1 (stereo unspecified)	109	-11	-1	1	-18
30	O=C(COC(=O)c1ccc(O)cc1O)Nc1ccc2c(c1)OCCO2	x	x	21	-2	x
31	CCC(C)n1ncn(-c2ccc(N3CCN(c4ccc(OC)cc4)CC3)cc2)c1=O (stereo unspecified)	110	-13	18	11	-15
32	COc1ccc(-c2nnc(SCC(C)C)o2)cc1	91	-14	-1	3	25
33	CCN1CCCC1CNC(=O)C(=O)NCc1ccccc1 (stereo unspecified)	103	0	-30	1	6
34	CCOC(=O)C1CCN(C(=O)CN2C(=O)COc3ccc(C(C)(C)C)cc32)CC1	100	5	9	-2	42
35	COc1ccc(NC(=O)C(C)Oc2ccc(/C(C)=N\O)cc2)cc1 (stereo unspecified)	x	12	-28	-1	38
36	Cn1cc(CN2CCC(C(=O)Nc3cccc(-c4cccc(F)c4)c3)CC2)cn1	107	-10	7	-3	42

#	IDE inh	CRFBP-R2 agonist	GalR3 antagonist	IDE cell activ
25	-1	0.8	-1	0
26	-4	-0.9	-7	0
27	1	2.5	2	-2
28	1	0.4	6	-1
29	-3	-2.4	-7	1
30	-3	-0.8	-6	3
31	11	0.2	-3	3
32	-3	4.7	-6	-6
33	-3	-0.9	0	3
34	4	-1.5	-7	3
35	-1	44	-1	-3
36	2	-0.3	-7	1

Next entries follow:
#	compound	MEKK3 PB1 HTS	p-CIP stab down	CRFBP-R2 block	M4 PAM	PHOSPHO1 inh
37	CCC1CCC/C1=N\NC(=O)c1cc(C)[nH]n1 (stereo unspecified)	109	-4	5	6	-4
38	CC[C@]12c3[nH]c4ccc(OC)cc4c3CCN1C(=O)C(CC(=O)NCc1ccco1)C[C@@H]2C(=O)N1CCN(C(=O)c2ccco2)CC1 (stereo partly specified)	x	x	6	5	x
39	CC1C(=O)NC(=O)C1c1ccccc1 (stereo unspecified)	94	-2	-11	-1	28
40	CSc1ncccc1-c1nc2ccccc2[nH]1	101	7	9	-2	33
41	Cc1cccc(C(=O)Nc2cccc(C(=O)N/N=C/c3ccc4c(c3)OCO4)c2)c1	103	12	-5	-7	40
42	Cc1c(C(=O)NCCCN2CCOCC2)oc2c1C1(CCC2)SCCS1	103	-8	-32	2	-7
43	O=S(=O)(c1ccc(F)cc1)N1CCc2ccccc2C1	105	-1	8	-3	40
44	CCC(=O)Nc1sc2c(c1C#N)CC(C)(CC)OC2 (stereo unspecified)	93	8	11	9	-38
45	C=CCSc1nc(-c2ccc3c(c2)OCO3)cc(C(F)(F)F)c1C#N	x	-5	-1	-6	14
46	COc1ccc(N2CCC(CNC(=S)Nc3c(C)cc(C)cc3C)C2)cc1 (stereo unspecified)	102	0	-2	-9	16
47	COC(=O)c1c(NC(=O)CSc2ncnc3[nH]ncc23)sc2c1CCC2	98	-10	2	-2	12
48	Cc1cccc(Nc2nnc(SCc3cc(=O)n4cc(C)ccc4n3)s2)c1	92	-5	-9	-10	3

#	IDE inh	CRFBP-R2 agonist	GalR3 antagonist	IDE cell activ
37	-1	-0.5	-2	3
38	x	-0.3	-6	2
39	0	-0.4	-1	3
40	-1	-2.5	-1	-3
41	0	1.0	-10	6
42	-1	-0.2	-2	0
43	-2	-0.6	-7	5
44	2	1.5	-6	6
45	6	3.8	-3	5
46	9	-1.6	-2	3
47	-3	0.2	-5	-1
48	1	-0.7	2	-4

(more compounds)
#	compound	MEKK3 PB1 HTS	p-CIP stab down	CRFBP-R2 block	M4 PAM	PHOSPHO1 inh
49	O=C(NC1CCCCC1)C(=S)NC1CCCCC1	83	-8	x	x	16
50	O=C1C2CC=C(Cl)CC2C(=O)N1CC1OCCc2ccccc21 (stereo unspecified)	107	12	-7	-2	8
51	O=C(c1ccc(S(=O)(=O)Nc2ccccc2Cl)cc1)N1CCCC1	x	x	6	14	x
52	Cc1cc(C)cc(N(C(=O)C(F)(F)F)C(C(=O)NC2CCCCC2)c2cccs2)c1 (stereo unspecified)	106	-1	-6	1	15
53	CCN(CC)CCCNC(=O)c1c(O)c2cc(F)cc3c2n(c1=O)C(C)CC3 (stereo unspecified)	111	-8	2	1	23
54	O=C(CCN1CCCCCC1)Nc1ccccc1F	106	x	-26	17	x
55	CCOC(=O)c1nc(C)n(-c2ccc(Cl)cc2Cl)n1	105	14	5	9	10
56	CCOc1ccc(NC(=O)CN(C)C(=O)C2=COCCO2)cc1OCC	x	x	15	1	x
57	COc1ccc(-c2cc3cc(OC)c(OC)cc3c(C)n2)cc1C	94	-20	-1	7	34

#	IDE inh	CRFBP-R2 agonist	GalR3 antagonist	IDE cell activ
49	3	x	x	x
50	-3	-0.2	-4	1
51	7	-1.4	-6	3
52	-3	0.0	1	6
53	-5	0.3	-17	-1
54	4	-2.1	-2	-3
55	-2	-0.7	x	-4
56	-7	0.4	-3	0
57	-5	-1.7	6	6

Structures from the list above containing a tert-butyl group, in the order listed:
#	compound	MEKK3 PB1 HTS	p-CIP stab down	CRFBP-R2 block	M4 PAM	PHOSPHO1 inh
4	CC(C)(C)NS(=O)(=O)c1ccc(OCC(=O)NCC2CCCO2)cc1 (stereo unspecified)	x	x	4	2	x
34	CCOC(=O)C1CCN(C(=O)CN2C(=O)COc3ccc(C(C)(C)C)cc32)CC1	100	5	9	-2	42

#	IDE inh	CRFBP-R2 agonist	GalR3 antagonist	IDE cell activ
4	-5	-1.1	-2	4
34	4	-1.5	-7	3
